Compound activity: PubChem BioAssay, several laboratories
MDM2 E3 inh: MDM2-luciferase reporter signal enhancers, primary screen, MDM2 E3 ligase inhibitor project, cell-based, luminescence, 1536-well. E3 ubiquitin-protein ligase Mdm2 (Homo sapiens), Q00987. cell-based MDM2 ubiquitination luciferase reporter, 2 h; 0 = plate control, 100 = twice control, blank-subtracted. signal enhancement, % at 5 µM. actives 0.11% (n = 210,000). AID 1230, 2008;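 active = signal enhancement of 30% or more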;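 also: luminescence tracks abundance of the self-degrading MDM2-luciferase fusion protein; higher signal means inhibition of MDM2 E3 ligase activity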
Target sequence (Q00987 whole entry, looked up, the tested form may be a part): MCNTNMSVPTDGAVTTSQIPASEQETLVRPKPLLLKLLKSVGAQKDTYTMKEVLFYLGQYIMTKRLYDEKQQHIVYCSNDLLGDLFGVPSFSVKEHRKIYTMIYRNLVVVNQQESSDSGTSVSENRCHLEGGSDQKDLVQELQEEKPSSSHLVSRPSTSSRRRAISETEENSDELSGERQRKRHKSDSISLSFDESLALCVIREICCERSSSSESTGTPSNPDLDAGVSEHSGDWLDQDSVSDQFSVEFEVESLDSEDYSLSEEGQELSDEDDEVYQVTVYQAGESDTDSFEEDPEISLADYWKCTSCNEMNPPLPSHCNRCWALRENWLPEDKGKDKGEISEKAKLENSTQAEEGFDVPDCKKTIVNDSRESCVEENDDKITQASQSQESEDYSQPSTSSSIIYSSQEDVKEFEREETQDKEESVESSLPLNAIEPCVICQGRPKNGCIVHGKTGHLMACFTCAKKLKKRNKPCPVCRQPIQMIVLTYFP
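Assay system: stable mammalian line carrying autodegrading MDM2–luciferase fusion reporter; amount: 2000 cells seeded into each well; buffer or medium: DMEM; benchmarks: plate control and blank wells; signal: luciferase luminescence; timing: 2 h compound exposure at 37 °C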
p97 ATPase inh: inhibitors of human p97 ATPase, primary screen, biochemical. recombinant p97 ATPase, Kinase-Glo ATP luminescence, 3 h. inhibition, % at 8 µM. actives 0.42% (n = 220,000). AID 1481, 2009; in the data active = inhibition above about 15%;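 also: 0% = DMSO vehicle and 100% = wells lacking enzyme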
FXIIa inh: human FXIIa protease inhibitors, primary screen, biochemical, 1536-well; Coagulation factor XII (Homo sapiens), P00748; purified FXIIa, Boc-QGR-AMC fluorogenic substrate, 2 h; inhibition, % at 5 µM; actives 0.3% (n = 220,000); AID 800, 2007; in the data active = inhibition above about 40%;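 also: 0% = enzyme with no compound and 100% = blank without enzyme; many of its hits are not listed in these tables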
Wee1 stabilizer: Wee1 degradation inhibitors, primary screen, cell-based, HeLa, Wee1K328M-luciferase, luminescence; actives 1.2% (n = 220,000); AID 1321, 2008; HeLa Luc-Wee1K328M stability; 100% = proteasome inhibitor MG132 effect; reporter increase, % at 5 µM; Wee1-like protein kinase (Homo sapiens), P30291;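 active = activation above the mean of all tested compounds plus 3 SD, set per screening run, cut at about 8.8% in these data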;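 also: cells exposed to compound for 20 h before luminescence read; 0% = DMSO alone and 100% = MG132 at 30 µM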
Rad51 HR inh: human RAD51 strand exchange inhibitors, primary screen, biochemical, fluorescence; hRad51 DNA strand exchange, fluorescence dequenching; inhibition, % at 10 µM; actives 0.085% (n = 200,000); DNA repair protein RAD51 homolog 1 (Homo sapiens), Q06609;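 active = inhibition above 40% at the single screening dose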;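 also: 0% = DMSO control wells and 100% = blanks with heterologous ssDNA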
Target sequence (Q06609 whole entry, looked up): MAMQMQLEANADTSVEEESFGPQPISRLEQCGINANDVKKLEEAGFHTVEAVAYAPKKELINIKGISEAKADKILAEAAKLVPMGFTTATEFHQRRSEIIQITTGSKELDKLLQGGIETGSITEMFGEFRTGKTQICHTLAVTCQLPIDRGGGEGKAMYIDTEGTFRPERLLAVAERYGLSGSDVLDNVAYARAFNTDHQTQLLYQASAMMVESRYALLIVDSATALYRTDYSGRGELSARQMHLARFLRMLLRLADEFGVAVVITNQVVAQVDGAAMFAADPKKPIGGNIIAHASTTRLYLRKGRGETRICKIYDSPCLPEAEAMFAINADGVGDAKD
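Material: human Rad51–ssDNA filaments; Probe or stimulus: labelled 47-mer dsDNA for strand exchange; Doses: single 10 µM dose; Incubation: 37 °C 15-min filament assembly, 30-min compound preincubation, 15-min exchange; Technique: FRET fluorescence dequenching, excitation 485 nm, emission 520 nm; Measure: Fluorescence-based percent inhibition, control- and blank-normalised; Benchmarks: plate control and blank wells.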
eIF4E-4G inh: eIF4E–eIF4G protein interaction inhibitors, primary screen, biochemical, uHTS, TR-FRET, eIF4GI fragment; Eukaryotic translation initiation factor 4E (Mus musculus) + Eukaryotic translation …; TR-FRET eIF4E-eIF4GI(517-606) binding, 2 h; inhibition, % at 21.7 µM; actives 0.37% (n = 220,000); AID 782, 2007;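 active = inhibition above about 30%, limit read from the data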;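 also: 0% = full FRET control wells and 100% = background wells lacking eIF4GI fragment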
14-3-3 Bad PPI: inhibitors of 14-3-3 zeta/Bad binding, primary screen, biochemical, TR-FRET, bovine 14-3-3 zeta; 14-3-3 protein zeta/delta (Bos taurus), P63103; TR-FRET 14-3-3zeta/Dy647-pBad peptide displacement, 1 h; inhibition, % at 21.7 µM; actives 0.71% (n = 220,000);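 active = inhibition above about 70%, limit read from the data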;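 also: 0% = full 14-3-3 plus peptide FRET controls and 100% = background without 14-3-3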
Target sequence (P63103 whole entry, looked up): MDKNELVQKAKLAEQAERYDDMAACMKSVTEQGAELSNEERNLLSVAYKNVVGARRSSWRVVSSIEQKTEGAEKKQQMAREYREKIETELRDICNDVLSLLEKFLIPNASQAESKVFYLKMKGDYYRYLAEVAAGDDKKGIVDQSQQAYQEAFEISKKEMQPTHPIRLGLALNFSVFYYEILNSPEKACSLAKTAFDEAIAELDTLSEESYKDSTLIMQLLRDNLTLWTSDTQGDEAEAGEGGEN
hK5 inh: human KLK5 protease inhibitors, primary screen, biochemical, 1536-well | Kallikrein-5 (Homo sapiens), Q9Y337 | recombinant hK5, fluorogenic AMC substrate cleavage | inhibition, % at 5 µM | actives 0.59% (n = 210,000) | AID 873, 2007;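 active = inhibition of 40% or more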;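 also: 0% = enzyme controls without compound and 100% = no-enzyme blanks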
FXIa inh: human FXIa protease inhibitors, primary screen, biochemical, 1536-well; actives 0.14% (n = 220,000); purified FXIa, Boc-Glu-Ala-Arg-AMC fluorogenic substrate; Coagulation factor XI (Homo sapiens), P03951; inhibition, % at 5 µM; AID 798, 2007;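 active = inhibition of at least 40%; inactive = inhibition below 40%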;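 also: fluorescence of freed AMC excited at 355 nm; 0% = enzyme without compound and 100% = no enzyme blank; many of its hits are not listed in these tables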
The depositor's hits bear a star; x = no result given; [ ] = another dose, or the depositor's remark. No enrichment for hits (roughly 3.5% active in at least one column).

SMILES	MDM2 E3 inh	p97 ATPase inh	FXIIa inh	Wee1 stabilizer	Rad51 HR inh	eIF4E-4G inh	14-3-3 Bad PPI	hK5 inh	FXIa inh
O=C(c1csc(Nc2ccccc2Cl)n1)N1CCCC1	-25	3	-3	2	x	21	-2	-16	-6
Cc1sc(NC(=S)NC(=O)C(C)(C)C)c(C(N)=O)c1C	-18	10	12	2	2	-14	3	-6	3
CCOc1ccc(-n2c(SCC(N)=O)nnc2-c2cccnc2)cc1	-12	-1	12	-2	15	0	-3	2	-3
Cc1cc(NC(=O)COc2cccc(C)c2C)no1	-7	3	4	1	-10	5	-3	-24	0
O=C1CS/C(=N/N=C2CCCC2)N1	-4	4	8	-3	-16	2	-13	-6	-2
CCCCNC(=O)/C=C/c1cccs1	1	-4	7	-3	4	4	-3	-6	6
CCCCCCn1c(=O)c(C(=O)N/N=C/c2cccc(F)c2)c(O)c2ccccc21	-26	7	9	6	19	-1	-12	0	-1
COc1ccc(CC(=O)Nc2cc(Cl)ccc2C(=O)O)cc1	-2	4	9	1	16	-2	3	1	4
Cc1cccc(NC(=O)C2CCCN2C(=O)Oc2ccccc2)c1C (stereo not drawn)	-12	7	17	-1	-4	0[fluorescence artefact?]	-2[fluorescence artefact?]	-8	7
O=Cc1ccc(-c2ccc([N+](=O)[O-])cc2Cl)o1	-12	-3	2	1	-6	16	41	-6	-7
O=C(NCc1ccccc1)C1CCN(S(=O)(=O)c2ccc(Cl)cc2)CC1	-16	5	10	-3	1	2	-11	15	-5
Cc1ccc(C(=O)N/C(=C/c2cccs2)C(=O)NCC2CCCO2)cc1 (stereo not drawn)	-7	3	9	0	2	-4	0	5	4

(more compounds)
SMILES	MDM2 E3 inh	p97 ATPase inh	FXIIa inh	Wee1 stabilizer	Rad51 HR inh	eIF4E-4G inh	14-3-3 Bad PPI	hK5 inh	FXIa inh
COCCn1c(Cc2ccccc2)nnc1SCC(=O)NC(C)(C)C	1	3	13	2	8	-1	2	3	4
O=C(Nc1c(-c2ccccc2)nc2sccn12)c1ccccc1	-2	3	9	-4	-3	4	10	1	3
CCOc1ccc(NC(=O)CCS(=O)(=O)c2ccc3c(c2)CCCN3C(=O)CC)cc1	-8	-1	10	0	6	-6	12	-26	4
Cc1cc([N+](=O)[O-])nn1CC(=O)Nc1ccc(F)cc1	-10	3	5	-1	7	0	-5	0	-3
Cc1ccc(S(=O)(=O)NCCN=C(CN2CCOCC2)NS(=O)(=O)c2ccc(C)cc2)cc1	-8	-7	17	0	4	2[fluorescence artefact?]	-12	-22	-2
Cc1ccc(C(=O)N2CCN(C(=O)c3ccco3)CC2)cc1NC(=O)c1ccco1	1	2	3	4	14	-2	3	-11	-6
Cc1cccc(S(=O)(=O)NNC(=O)Cc2cccn2C)c1	-10	7	5	-2	-50	0	-7	0	2
CC1C2CC(C(S(=O)(=O)N3CCOCC3)C2=O)C1(C)C (stereo not drawn)	-12	7	15	2	0	-4	8	18	7
CS(=O)(=O)C1=NSC2=NC(=O)/C(=C\c3cccn3-c3ccccc3Cl)C(=N)N21	-11	3	4	5	-7	16	4	-7	8
Cc1cc(O)c(C(C[N+](=O)[O-])c2ccc(Cl)cc2Cl)c(=O)o1 (stereo not drawn)	-13	-1	9	1	-3	6	-1[fluorescence artefact?]	1	0
CNC(=O)C(C)NS(=O)(=O)c1ccc(F)cc1 (stereo not drawn)	-5	4	5	3	x	-3	-6	2	-25
COc1ccc(NC(=O)CN2CCc3ccccc3C2)cc1OC	-2	1	0	-3	-2	4	-15	-19	-25

The listing continues.
SMILES	MDM2 E3 inh	p97 ATPase inh	FXIIa inh	Wee1 stabilizer	Rad51 HR inh	eIF4E-4G inh	14-3-3 Bad PPI	hK5 inh	FXIa inh
CCNS(=O)(=O)c1ccc(CCC(=O)NCCC2=CCCCC2)cc1	-35	-2	15	1	-5	3	-2	-14	3
COc1cccc(NC(=O)CN(C)C(C)C(=O)Nc2ccc(C#N)cc2)c1 (stereo not drawn)	-5	-3	6	-2	-8	0	-7	-1	-6
O=c1oc2ccccc2c(O)c1/C=C1\C=Nc2ccccc21	-9	9	14	-3	-9	-5[fluorescence artefact?]	5	-9	5
COc1cc(OC)c(C#N)c(S(=O)(=O)Cc2ccccc2)c1	-2	3	9	0	-2	-8[fluorescence artefact?]	4	32	6
COc1ccc(S(=O)(=O)NCCSCc2ccco2)cc1C	-10	-8	9	2	x	9	5[fluorescence artefact?]	-4	-2
CCn1cc(CN2CCc3c([nH]c4ccccc34)C2c2cccc(OC)c2)c(C)n1 (stereo not drawn)	-7	0	5	3	x	3	-11	x	-2
Cc1ccc(SCC(=O)Nc2ccc(C(=O)Nc3ccc(O)cc3)cc2)cc1	-3	-5	5	1	4	-1	0	3	-2
Cc1ccc(SC(C)C(=O)NCc2ccc(F)cc2)cc1 (stereo not drawn)	0	-4	3	-4	3	2	2	7	3
O=C(CSc1nnnn1C1CCCC1)Nc1ccc(F)cc1	3	-1	3	1	-8	4	4	-4	-8
Cc1[nH]n2c(=O)c3c(nc2c1-c1ccccc1)CCC3	-9	2	18	0	-6	-5	5	-17	15
CCC(=O)Nc1ccc(C(=O)Nc2ccc(Br)cc2F)cc1	-2	-1	7	2	10	-3	2	x	2
Cc1nc2ccc(S(=O)(=O)NC(C(=O)N3CCn4c3nc3ccccc34)C(C)C)cc2s1 (stereo not drawn)	-9	-6	10	1	-4	-5[fluorescence artefact?]	4[fluorescence artefact?]	-16	5

Record cards, as listed above. Order of screens: MDM2 E3 inh | p97 ATPase inh | FXIIa inh | Wee1 stabilizer | Rad51 HR inh | eIF4E-4G inh | 14-3-3 Bad PPI | hK5 inh | FXIa inh
Record of Cc1[nH]n2c(=O)c3c(nc2c1-c1ccccc1)CCC3 = -9 | 2 | 18 | 0 | -6 | -5 | 5 | -17 | 15
Record of Cc1ccc(SCC(=O)Nc2ccc(C(=O)Nc3ccc(O)cc3)cc2)cc1 = -3 | -5 | 5 | 1 | 4 | -1 | 0 | 3 | -2
Record of COc1cc(OC)c(C#N)c(S(=O)(=O)Cc2ccccc2)c1 = -2 | 3 | 9 | 0 | -2 | -8[fluorescence artefact?] | 4 | 32 | 6
Record of Cc1ccc(SC(C)C(=O)NCc2ccc(F)cc2)cc1 (stereo not drawn) = 0 | -4 | 3 | -4 | 3 | 2 | 2 | 7 | 3

Additional compounds:
SMILES	MDM2 E3 inh	p97 ATPase inh	FXIIa inh	Wee1 stabilizer	Rad51 HR inh	eIF4E-4G inh	14-3-3 Bad PPI	hK5 inh	FXIa inh
[O-]C1=N/[N+](=C/c2ccc(Cl)cc2)CC1	8	-4	18	-2	4	1[fluorescence artefact?]	-8[fluorescence artefact?]	10	10
CCCNC(=O)Nc1nc(CC(=O)OCC)cs1	5	3	4	-3	-4	-7	-7	1	-2
Cc1[nH]n(-c2ccc(Cl)cc2)c(=O)c1C=Nc1ccc(S(=O)(=O)N2CCOCC2)cc1	5	-5	14	-1	-2	1	8	6	1
CCC(NS(=O)(=O)c1ccc(OC)cc1)C(=O)NCCC1=CCCCC1 (stereo not drawn)	-4	-3	13	2	5	-13	-3[fluorescence artefact?]	0	2
O=C(NC1CC1)C1=C[C@@H](c2coc3ccccc3c2=O)C[C@@H](OCc2ccc(CO)cc2)O1	x	6	8	-2	6	-2	2	0	-1
Cc1ccc(NC(=O)CCn2ccc([N+](=O)[O-])n2)nc1	-4	1	4	-2	3	6	-4	-9	-5
COc1ccccc1NC(=O)CSc1nnc(Cc2ccccc2)o1	-10	-5	0	1	x	3	52[fluorescence artefact?]	-26	-4
CCc1cccc(C)c1NC(=O)CCCC(=O)O	-10	-3	-1	1	5	6[fluorescence artefact?]	-9[fluorescence artefact?]	-25	-1
COc1cc(C(=O)Nc2cc(C(F)(F)F)ccc2-n2cncn2)cc(OC)c1OC	0	-2	8	-1	-3	-1	1	5	2
CCOC(=O)C1=C(C)NC2=C(C(=O)CCC2)C1c1cccnc1 (stereo not drawn)	-1	8	9	3	5	-2	-11[fluorescence artefact?]	-10	0
O=C(c1ccc(S(=O)(=O)N2CCOCC2)cc1)N1CCN(c2ccc(F)cc2)CC1	-4	-1	4	2	2	2	1	-12	0
C/C(=N\NC(=S)Nc1cccc(C)c1)c1ccco1	-9	2	14	1	-20	-2	-18	-88	2

2 successive entries from above, quoted:
SMILES	MDM2 E3 inh	p97 ATPase inh	FXIIa inh	Wee1 stabilizer	Rad51 HR inh	eIF4E-4G inh	14-3-3 Bad PPI	hK5 inh	FXIa inh
CCCNC(=O)Nc1nc(CC(=O)OCC)cs1	5	3	4	-3	-4	-7	-7	1	-2
Cc1[nH]n(-c2ccc(Cl)cc2)c(=O)c1C=Nc1ccc(S(=O)(=O)N2CCOCC2)cc1	5	-5	14	-1	-2	1	8	6	1

Following part.
SMILES	MDM2 E3 inh	p97 ATPase inh	FXIIa inh	Wee1 stabilizer	Rad51 HR inh	eIF4E-4G inh	14-3-3 Bad PPI	hK5 inh	FXIa inh
COc1ccc(OC)c(S(=O)(=O)Nc2ccc3c(c2)C(=O)OC3)c1	4	5	6	-3	x	-5	-2	-1	-3
CCOC(=O)CN1NC2(CCCCCC2)NC1=S	-16	2	0	-4	2	1	-7	-2	-6
COc1ccc(N(Cc2ccco2)C(=O)c2ccccc2F)cc1OC	2	-5	14	2	7	2	0	-5	0
N#C/C(=C\c1ccc2c(c1)OCCO2)C(=O)NC1CCCCC1	-13	-1	5	-4	-3	-7	5[fluorescence artefact?]	-6	9
Cc1ccccc1-c1nc2cc(Cl)ccc2o1	-30	3	11	-2	-4	0	-6	-5	0
Cc1cccc(OCC(=O)O/N=C(\N)c2ccccn2)c1	8	-4	9	0	-2	-30	4	0	-6

Filtered by structure: those above containing a COOH group
SMILES	MDM2 E3 inh	p97 ATPase inh	FXIIa inh	Wee1 stabilizer	Rad51 HR inh	eIF4E-4G inh	14-3-3 Bad PPI	hK5 inh	FXIa inh
COc1ccc(CC(=O)Nc2cc(Cl)ccc2C(=O)O)cc1	-2	4	9	1	16	-2	3	1	4
CCc1cccc(C)c1NC(=O)CCCC(=O)O	-10	-3	-1	1	5	6[fluorescence artefact?]	-9[fluorescence artefact?]	-25	-1
